TcdB inh: blocks C. difficile toxin B glycohydrolase activity; TcdB glycohydrolase enzymatic assay, plate reader; inhibition, % at 9.99 µM; actives 0.24% (n = 350,000); in the data active = inhibition above about 10%
Target sequence (P18177 whole entry, looked up): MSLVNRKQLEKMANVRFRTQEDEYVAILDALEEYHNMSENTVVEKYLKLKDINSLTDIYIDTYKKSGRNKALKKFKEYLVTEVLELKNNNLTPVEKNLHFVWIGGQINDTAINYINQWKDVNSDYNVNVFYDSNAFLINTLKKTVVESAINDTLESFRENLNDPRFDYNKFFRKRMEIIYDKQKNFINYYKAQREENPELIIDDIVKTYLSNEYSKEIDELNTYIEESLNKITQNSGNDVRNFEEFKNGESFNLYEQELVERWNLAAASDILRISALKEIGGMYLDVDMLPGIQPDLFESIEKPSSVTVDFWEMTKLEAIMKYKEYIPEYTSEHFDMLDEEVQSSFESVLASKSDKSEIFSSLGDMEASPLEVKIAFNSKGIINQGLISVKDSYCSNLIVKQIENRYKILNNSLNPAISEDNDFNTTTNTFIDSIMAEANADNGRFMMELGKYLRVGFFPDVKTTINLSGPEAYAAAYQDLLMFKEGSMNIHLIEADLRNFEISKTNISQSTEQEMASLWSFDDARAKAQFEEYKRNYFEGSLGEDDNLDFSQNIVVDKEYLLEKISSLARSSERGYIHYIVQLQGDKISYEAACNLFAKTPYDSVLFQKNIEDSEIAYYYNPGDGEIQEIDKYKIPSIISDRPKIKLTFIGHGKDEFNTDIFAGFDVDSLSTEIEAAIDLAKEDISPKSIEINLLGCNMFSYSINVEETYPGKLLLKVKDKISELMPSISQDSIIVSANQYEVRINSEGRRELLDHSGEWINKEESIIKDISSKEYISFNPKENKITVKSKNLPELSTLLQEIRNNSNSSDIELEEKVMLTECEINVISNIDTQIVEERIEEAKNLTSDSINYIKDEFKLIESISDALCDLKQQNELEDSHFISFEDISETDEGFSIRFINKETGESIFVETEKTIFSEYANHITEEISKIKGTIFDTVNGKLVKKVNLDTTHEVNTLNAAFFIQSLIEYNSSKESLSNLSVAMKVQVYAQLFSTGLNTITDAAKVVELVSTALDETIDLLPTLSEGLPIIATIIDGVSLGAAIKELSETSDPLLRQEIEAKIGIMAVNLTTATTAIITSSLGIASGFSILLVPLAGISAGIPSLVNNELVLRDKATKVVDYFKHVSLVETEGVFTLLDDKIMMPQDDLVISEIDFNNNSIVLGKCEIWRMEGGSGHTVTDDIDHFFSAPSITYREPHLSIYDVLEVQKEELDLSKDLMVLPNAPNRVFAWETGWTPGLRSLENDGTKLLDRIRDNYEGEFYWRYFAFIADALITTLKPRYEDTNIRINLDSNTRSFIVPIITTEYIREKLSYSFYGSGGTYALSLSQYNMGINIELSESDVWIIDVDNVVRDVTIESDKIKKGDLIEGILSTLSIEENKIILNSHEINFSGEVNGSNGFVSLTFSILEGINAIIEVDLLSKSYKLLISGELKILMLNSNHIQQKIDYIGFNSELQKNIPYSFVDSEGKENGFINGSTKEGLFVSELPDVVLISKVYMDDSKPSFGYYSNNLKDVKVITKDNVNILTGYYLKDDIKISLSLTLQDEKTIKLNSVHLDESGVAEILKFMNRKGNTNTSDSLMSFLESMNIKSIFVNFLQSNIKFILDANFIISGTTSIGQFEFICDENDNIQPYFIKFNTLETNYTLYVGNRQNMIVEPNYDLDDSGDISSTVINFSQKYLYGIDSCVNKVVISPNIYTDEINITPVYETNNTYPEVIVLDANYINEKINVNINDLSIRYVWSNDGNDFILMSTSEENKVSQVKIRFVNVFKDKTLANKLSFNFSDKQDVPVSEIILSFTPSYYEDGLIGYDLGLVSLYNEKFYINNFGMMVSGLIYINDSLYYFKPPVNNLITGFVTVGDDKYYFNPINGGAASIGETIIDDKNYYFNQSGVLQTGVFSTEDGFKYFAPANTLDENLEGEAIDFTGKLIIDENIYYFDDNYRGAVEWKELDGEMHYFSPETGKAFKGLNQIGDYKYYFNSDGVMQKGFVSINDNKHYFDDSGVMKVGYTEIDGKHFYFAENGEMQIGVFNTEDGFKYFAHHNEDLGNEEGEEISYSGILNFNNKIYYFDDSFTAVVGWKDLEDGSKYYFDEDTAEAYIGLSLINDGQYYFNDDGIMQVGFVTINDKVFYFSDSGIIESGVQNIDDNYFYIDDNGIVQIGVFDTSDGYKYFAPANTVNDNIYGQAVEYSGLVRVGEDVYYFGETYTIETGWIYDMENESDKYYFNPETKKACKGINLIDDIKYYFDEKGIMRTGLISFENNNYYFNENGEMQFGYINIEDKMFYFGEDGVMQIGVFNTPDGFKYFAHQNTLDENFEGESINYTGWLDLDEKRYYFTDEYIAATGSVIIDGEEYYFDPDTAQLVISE
Numbers without * were called inactive; & = joins results of further samples. Some of the compounds tested; count on the stated rates, not on these rows.

COc1ccccc1NC(=O)N1[C@H](C#N)[C@H](c2ccccc2)[C@@H]1CO
- TcdB inh = 0.1
Cc1noc(C)c1NC(=O)N(C)C[C@H]1OCCCC[C@@H](C)Oc2ccc(NC(=O)Nc3ccc4c(c3)OCO4)cc2C(=O)N([C@@H](C)CO)C[C@H]1C
- TcdB inh = -0.3
COc1ccc(S(=O)(=O)N(C)C[C@@H]2Oc3ccc(NC(=O)C4CC4)cc3CC(=O)N([C@H](C)CO)C[C@H]2C)cc1
- TcdB inh = -0.4
C[C@H](CO)N1C[C@H](C)[C@@H](CN(C)C(=O)c2ccccn2)Oc2cc(C3=CCCC3)ccc2S1(=O)=O
- TcdB inh = 0.3
COc1ccccc1S(=O)(=O)N1C[C@@H](O)COC[C@H]2O[C@H](CC(=O)O)CC[C@@H]21
- TcdB inh = -0.5
C[C@H](CO)N1C[C@H](C)[C@H](CN(C)C(=O)Nc2cccc3ccccc23)Oc2ccc(NC(=O)C3CC3)cc2C1=O
- TcdB inh = 0.6
O=C(C[C@H]1C=C[C@H](NC(=O)C2CCOCC2)[C@H](CO)O1)NCc1ccncc1
- TcdB inh = 0.2
O=C(c1ccc(F)cc1)N1CCCCN2[C@H](C1)[C@@H](c1ccc(-c3ccccc3)cc1)[C@@H]2CO
- TcdB inh = -1.2
C[C@@H]1CN([C@@H](C)CO)C(=O)c2cccc(NC(=O)C3CCCCC3)c2O[C@@H]1CN(C)S(=O)(=O)c1ccc(Cl)cc1
- TcdB inh = 0.7
COc1ccc(NC(=O)Nc2ccc3c(c2)[C@H]2C[C@@H](CC(=O)N4CCc5ccccc5C4)O[C@@H](CO)[C@H]2O3)cc1
- TcdB inh = 0.4
COc1ccc(S(=O)(=O)N(C)C[C@@H]2Oc3c(NC(=O)NC4CCCCC4)cccc3C(=O)N([C@H](C)CO)C[C@@H]2C)cc1
- TcdB inh = -1.3
C[C@@H]1CCCCO[C@H](CN(C)C)[C@H](C)CN([C@@H](C)CO)C(=O)c2cc(NS(=O)(=O)c3ccc(F)cc3)ccc2O1
- TcdB inh = 1.1
C[C@@H]1CN([C@H](C)CO)C(=O)Cc2cc(NC(=O)Nc3ccc(C(F)(F)F)cc3)ccc2O[C@H]1CN(C)C(=O)Nc1ccc(C(F)(F)F)cc1
- TcdB inh = -1.9
O=C(CC1CC1)Nc1ccc2c(c1)[C@H]1C[C@@H](CC(=O)NC3CCCC3)O[C@@H](CO)[C@H]1O2
- TcdB inh = -1.2
CCCC(O)C#Cc1cnc2c(c1)C(=O)N([C@H](C)CO)C[C@H](C)[C@H](CN(C)C(=O)Nc1cccc3ccccc13)O2 (stereo partly drawn)
- TcdB inh = -1.2

CCC(=O)Nc1ccc2c(c1)C(=O)N(C)C[C@H](OC)[C@H](C)CN(CCc1ccccc1)[C@H](C)CO2
- TcdB inh = 0.0
C[C@@H]1CCCCO[C@@H](CN(C)C(=O)Nc2ccc3c(c2)OCO3)[C@@H](C)CN([C@H](C)CO)C(=O)c2cc(NC(=O)c3ccccc3)ccc2O1
- TcdB inh = 0.5
C[C@@H]1CN([C@@H](C)CO)S(=O)(=O)c2ccc(C#CC3CC3)cc2O[C@@H]1CN(C)C(=O)C1CCC1
- TcdB inh = 0.0
Cc1noc(C)c1NC(=O)Nc1ccc2c(c1)C(=O)N([C@@H](C)CO)C[C@@H](C)[C@H](CN(C)S(=O)(=O)c1cn(C)cn1)O2
- TcdB inh = 0.2
C[C@H](CO)N1C[C@H](C)[C@H](CN(C)Cc2ccccc2)Oc2ccc(NC(=O)C3CCCCC3)cc2C1=O
- TcdB inh = -0.1
C[C@H](CO)N1C[C@H](C)[C@@H](CN(C)Cc2ccc(C(F)(F)F)cc2)Oc2c(NS(=O)(=O)c3ccc(F)cc3)cccc2C1=O
- TcdB inh = 3.1
C[C@H](NC(=O)C[C@@H]1CC[C@@H]2[C@H](COC[C@@H](O)CN2C(=O)Nc2ccccc2)O1)c1ccccc1
- TcdB inh = 0.4
COCC(=O)N(C)C[C@H]1Oc2ncc(C#C[C@H](C)O)cc2C(=O)N([C@@H](C)CO)C[C@@H]1C
- TcdB inh = -0.8
C[C@@H]1CN([C@H](C)CO)C(=O)c2cc(NC(=O)CCCCCC(=O)Nc3ccccc3N)ccc2O[C@@H]1CN(C)S(=O)(=O)c1cn(C)cn1
- TcdB inh = -0.9
CCC(=O)Nc1ccc2c(c1)OC[C@@H](C)N(Cc1nccs1)C[C@@H](C)[C@@H](OC)CN(C)C2=O
- TcdB inh = -0.4
C[C@H](CO)N1C[C@H](C)[C@@H](CN(C)Cc2ccc3c(c2)OCO3)Oc2ccc(NC(=O)Nc3ccc(C(F)(F)F)cc3)cc2CC1=O
- TcdB inh = 1.0
Cc1ccc(CN(C)C[C@@H]2OCc3cnnn3CCCC(=O)N([C@@H](C)CO)C[C@@H]2C)cc1
- TcdB inh = -0.7
CCCNC(=O)N(C)C[C@@H]1Oc2ncc(Br)cc2C(=O)N([C@H](C)CO)C[C@H]1C
- TcdB inh = -0.1
O=C(Cc1ccccc1)N1CCCCN2[C@H](C1)[C@H](c1ccc(C#CC3(O)CCCC3)cc1)[C@@H]2CO
- TcdB inh = 1.1
COc1cccc(-c2ccc([C@@H]3[C@H](CO)N4C(=O)CN(C(=O)CN5CCOCC5)C[C@@H]34)cc2)c1
- TcdB inh = 1.4

Next part, starting with the last six of the part before.
CCC(=O)Nc1ccc2c(c1)OC[C@@H](C)N(Cc1nccs1)C[C@@H](C)[C@@H](OC)CN(C)C2=O
- TcdB inh = -0.4
C[C@H](CO)N1C[C@H](C)[C@@H](CN(C)Cc2ccc3c(c2)OCO3)Oc2ccc(NC(=O)Nc3ccc(C(F)(F)F)cc3)cc2CC1=O
- TcdB inh = 1.0
Cc1ccc(CN(C)C[C@@H]2OCc3cnnn3CCCC(=O)N([C@@H](C)CO)C[C@@H]2C)cc1
- TcdB inh = -0.7
CCCNC(=O)N(C)C[C@@H]1Oc2ncc(Br)cc2C(=O)N([C@H](C)CO)C[C@H]1C
- TcdB inh = -0.1
O=C(Cc1ccccc1)N1CCCCN2[C@H](C1)[C@H](c1ccc(C#CC3(O)CCCC3)cc1)[C@@H]2CO
- TcdB inh = 1.1
COc1cccc(-c2ccc([C@@H]3[C@H](CO)N4C(=O)CN(C(=O)CN5CCOCC5)C[C@@H]34)cc2)c1
- TcdB inh = 1.4
C[C@H](CO)N1C[C@H](C)[C@@H](CN(C)C(=O)Nc2ccc(F)cc2)Oc2ccc(NC(=O)C3CCCCC3)cc2CC1=O
- TcdB inh = -0.4
O=C(Nc1ccccc1)N1CCCCN2[C@H](CO)[C@H](c3ccc(C#Cc4ccccc4)cc3)[C@H]2C1
- TcdB inh = 0.5
CCNC(=O)C[C@H]1CC[C@@H]2[C@@H](COc3ccc(NC(=O)Nc4ccc(Cl)cc4)cc3C(=O)N2C)O1
- TcdB inh = 4.5
C[C@H]1CN([C@@H](C)CO)S(=O)(=O)c2ccc(-c3ccccc3)cc2O[C@@H]1CN(C)C(=O)Nc1ccccc1F
- TcdB inh = -1.0
Cc1noc(C)c1S(=O)(=O)Nc1ccc2c(c1)C(=O)N([C@@H](C)CO)C[C@H](C)[C@@H](CN(C)Cc1ccncc1)OCCCC[C@@H](C)O2
- TcdB inh = -0.3
C[C@H]1CN([C@@H](C)CO)C(=O)c2cc(NC(=O)Nc3ccc4c(c3)OCO4)ccc2O[C@@H]1CN(C)S(=O)(=O)c1ccc(F)cc1
- TcdB inh = 0.2
CCC(=O)N1CC2(C1)[C@@H](c1ccc(-c3ccc(F)cc3)cc1)[C@H](CO)N2C(=O)CC
- TcdB inh = -0.3
CCCNC(=O)N1C[C@H](O)COC[C@@H]2O[C@@H](CC(=O)N[C@H]3CCN(Cc4ccccc4)C3)CC[C@H]21
- TcdB inh = 0.2
C[C@H]1CN([C@@H](C)CO)C(=O)Cc2cc(NS(=O)(=O)c3ccccc3)ccc2O[C@H]1CN(C)C(=O)Nc1ccc(C(F)(F)F)cc1
- TcdB inh = -9.3
CC(C)NC(=O)Nc1ccc2c(c1)C(=O)N([C@H](C)CO)C[C@H](C)[C@H](CN(C)Cc1ccc(-c3ccccc3)cc1)O2
- TcdB inh = 2.2
C/C=C/c1cnc2c(c1)C(=O)N([C@H](C)CO)C[C@@H](C)[C@@H](CN(C)C(=O)Nc1c(C)noc1C)O2
- TcdB inh = -0.7
CN(C)C(=O)C[C@@H]1C=C[C@H](NC(=O)C2CCC2)[C@H](CO)O1
- TcdB inh = 0.3
O=C(C[C@@H]1CC[C@H](NC(=O)Nc2ccc(F)cc2)[C@H](CO)O1)NCCN1CCCC1
- TcdB inh = -6.5
CC(C)C#Cc1ccc([C@@H]2[C@H](C#N)N(C(=O)c3ccccn3)[C@H]2CO)cc1
- TcdB inh = -0.2
C[C@H]1CN([C@@H](C)CO)C(=O)c2cc(NC(=O)NC3CCCCC3)ccc2O[C@H]1CN(C)Cc1ccc(-c2ccccc2)cc1
- TcdB inh = -0.2

CC=Cc1ccc2n(c1=O)C[C@H]1[C@H](CO)[C@@H](C(=O)N(C)C)N(C(=O)CC3CC3)[C@@H]21 (mixture of isomers)
- TcdB inh = -0.7
O=C(C[C@H]1CC[C@@H](NC(=O)c2ccc3c(c2)OCO3)[C@H](CO)O1)NCc1ccc(Oc2ccccc2)cc1
- TcdB inh = -0.6
CCCNC(=O)[C@@H]1[C@@H](CO)[C@@H]2Cn3c(ccc(C4=CCCC4)c3=O)[C@@H]2N1C(=O)C1CC1
- TcdB inh = -0.7
O=C(C[C@@H]1C[C@@H]2c3cc(NC(=O)CC4CC4)ccc3O[C@@H]2[C@@H](CO)O1)NCc1ccc(Cl)cc1
- TcdB inh = -1.7
COc1ccc2c3c([nH]c2c1)[C@@H](CO)N(C(=O)Nc1ccc(F)cc1)CC31CCN(S(C)(=O)=O)CC1
- TcdB inh = 0.3
Cc1noc(C)c1S(=O)(=O)N(C)C[C@@H]1Oc2ccc(NC(=O)C3CC3)cc2CC(=O)N([C@H](C)CO)C[C@H]1C
- TcdB inh = -0.8
C[C@H]1CN([C@@H](C)CO)C(=O)c2cccc(NC(=O)Nc3cccc4ccccc34)c2O[C@H]1CN(C)Cc1ccc(C(=O)Nc2ccccc2N)cc1
- TcdB inh = 0.1
CO[C@@H]1CN(C)C(=O)c2ccc(NS(=O)(=O)c3ccc(F)cc3)cc2OC[C@H](C)NC[C@H]1C
- TcdB inh = -0.3
O=C(N[C@@H]1C=C[C@H](CC(=O)N2CCN(c3ccccc3)CC2)O[C@H]1CO)c1ccncc1
- TcdB inh = -4.1
Cc1noc(C)c1NC(=O)Nc1cccc2c1O[C@H](CN(C)Cc1ccccc1)[C@H](C)CN([C@@H](C)CO)C2=O
- TcdB inh = 0.5
C[C@H](CO)N1C[C@H](C)[C@@H](CN(C)Cc2ccc3c(c2)OCO3)Oc2ccc(N(C)C)cc2CC1=O
- TcdB inh = -11
C[C@H](CO)N1C[C@H](C)[C@H](CN(C)Cc2ccc(C(=O)O)cc2)Oc2c(NS(=O)(=O)c3ccccc3)cccc2C1=O
- TcdB inh = -0.5
C[C@H]1CN([C@@H](C)CO)C(=O)c2cc(-c3ccccc3)cnc2O[C@@H]1CN(C)Cc1ccccc1
- TcdB inh = 0.9
C[C@@H]1CN([C@@H](C)CO)C(=O)c2cc(NC(=O)Nc3ccccc3)ccc2O[C@@H](C)CCCCO[C@H]1CN(C)C(=O)CCC(F)(F)F
- TcdB inh = -0.1
C[C@H]1CN([C@@H](C)CO)C(=O)Cc2cc(NC(=O)Nc3ccccc3)ccc2O[C@H]1CN(C)C(=O)Nc1ccccc1
- TcdB inh = 1.3

Remaining list, next part
mol,TcdB inh
Cc1ccc(S(=O)(=O)N[C@@H]2C=C[C@H](CC(=O)NC3CCCCC3)O[C@H]2CO)cc1,0.7
CC=Cc1ccc2n(c1=O)C[C@@H]1[C@@H](CO)[C@H](C(=O)NCC3CC3)N(C(=O)CC3CC3)[C@H]21 (mixture of isomers),-0.8
COC(=O)[C@@]1(CCS(=O)(=O)c2ccccc2)N=C(c2ccc(OCCCO)cc2)O[C@H]1c1ccccc1,0.8
Cc1noc(C)c1S(=O)(=O)N(C)C[C@@H]1Oc2ccc(NC(=O)Nc3ccc4c(c3)OCO4)cc2CC(=O)N([C@H](C)CO)C[C@@H]1C,-1.2
CC(C)NC(=O)Nc1ccc2c(c1)C(=O)N([C@H](C)CO)C[C@@H](C)[C@@H](CN(C)Cc1ccc3c(c1)OCO3)O2,0.2
C[C@@H]1CN([C@H](C)CO)C(=O)Cc2cc(NS(C)(=O)=O)ccc2O[C@@H]1CN(C)C(=O)NC1CCCCC1,-0.9
COc1cccc(C#Cc2ccc([C@H]3[C@@H](C#N)N(C(=O)C4CCCC4)[C@@H]3CO)cc2)c1,0.3
COc1ccc(-c2ccc(C3[C@H]4CNC[C@@H]3N4S(=O)(=O)c3cccc(C)c3)cc2)cc1 (stereo partly drawn),1.1&0.4
Cc1noc(C)c1S(=O)(=O)Nc1ccc2c(c1)CC(=O)N([C@@H](C)CO)C[C@@H](C)[C@@H](CN(C)S(=O)(=O)c1cccs1)O2,2.3
C[C@H](CO)N1C[C@H](C)[C@@H](CN(C)C(=O)Nc2ccccc2)Oc2cc(C#C[C@@H](C)O)ccc2S1(=O)=O,0.6
COCC(=O)N(C)C[C@H]1Oc2cc(C#CC3CC3)ccc2S(=O)(=O)N([C@H](C)CO)C[C@@H]1C,-1.0
O=S(=O)(Cc1ccccc1)N1CCCCN2[C@H](CO)[C@@H](c3ccc(-c4cccnc4)cc3)[C@@H]2C1,1.0
CN(C)C(=O)C[C@H]1CC[C@H](NC(=O)C2CC2)[C@@H](CO)O1,-1.1
Cc1noc(C)c1NC(=O)Nc1cccc2c1O[C@@H](CN(C)S(=O)(=O)c1ccc(Cl)cc1)[C@@H](C)CN([C@H](C)CO)C2=O,0.3
CN1C(=O)c2cc(NC(=O)c3ccc(F)cc3)ccc2OC[C@@H]2O[C@@H](CC(=O)NC3CCC3)CC[C@@H]21,0.5
CCNC(=O)C[C@@H]1CC[C@@H]2[C@@H](COc3ccc(NC(=O)Nc4cccc(C)c4)cc3C(=O)N2C)O1,0.3
CCCNC(=O)N(C)C[C@@H]1Oc2cc(C#C[C@H](C)O)ccc2S(=O)(=O)N([C@@H](C)CO)C[C@H]1C,-0.7
O=C(C[C@H]1C[C@@H]2c3cc(NC(=O)c4cccnc4)ccc3O[C@@H]2[C@@H](CO)O1)NC1CCCC1,-1.5
C[C@@H]1CN([C@@H](C)CO)C(=O)c2cc(-c3cccc(F)c3)cnc2O[C@H]1CN(C)Cc1ccccc1,-2.2
COc1cccc(-c2ccc([C@@H]3[C@H](CO)N4CCCCN(C(=O)Cc5ccncc5)C[C@@H]34)cc2)c1,0.3

Screening data from PubChem BioAssay.
